# SMN2 splice up: increases expression of the SMN2 splice variant. HEK293 SMN2-luciferase splicing reporter, luminescence, 30-36 h. Potency, µM (top dose mostly 46.1 µM), inactives show at the highest dose activity change, positive = activation, most hits filed as activators. 2.8% of 210,000 active; note: % of control where 0% means no effect; nearly all actives have a fitted effect of over 55% in size
#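 HEK293 cells carry an SMN2 […]–luciferase reporter in which exon 7 inclusion puts luciferase in frame. Cells were plated 10-12 h before compound addition, then incubated 30-36 h at 37C. ONE-Glo luminescence was read; sodium butyrate at 4.5 mM final served as control.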
# Tau fluor cs: counter-screen for tau fibril formation inhibitors; 0.93% of 280,000 active; Potency, µM (highest dose often 57.7 µM), for the others: at the top dose activity change, negative = decrease; AID 1463; tau K18 P301L Alexa594 fluorescence, heparin fibrillization; note: % is set by controls: 0 for no effect and ±100 for the full control effect; nearly all actives have a fitted effect of over 55% in size
#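 Human tau K18 P301L (15 uM unlabeled, 0.24 uM Alexa 594-labeled) in 100 mM sodium acetate pH 7 with 20 uM heparin, 6 hr at 37 C. ThT 30 uM added, 1 hr ambient; Alexa 594 FP and total fluorescence read at 555/632 nm.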
# KDM4E inh: inhibitors of human JMJD2E histone demethylase; B2RXH2; JMJD2E catalytic domain, FDH-coupled NADH fluorescence (FDH is formaldehyde dehydrogenase); Potency, µM (highest dose often 57.1 µM), for inactives: at the highest dose activity change, negative = inhibition, actives largely listed as inhibitors; 1.6% of 230,000 active; active = well fitted inhibition curve with a large enough effect, not every such curve was filed as active; inconclusive = small, poorly fitted or top-dose-only effect, or another doubt; inactive = no such curve, though single readings can be large or run the other way;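 note: 0% = wells with enzyme and -100% = buffer wells without enzyme; nearly all actives have a fitted effect of over 50% in size; many of its hits are not listed in these tables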
# Target sequence (B2RXH2 1-337 limits assumed): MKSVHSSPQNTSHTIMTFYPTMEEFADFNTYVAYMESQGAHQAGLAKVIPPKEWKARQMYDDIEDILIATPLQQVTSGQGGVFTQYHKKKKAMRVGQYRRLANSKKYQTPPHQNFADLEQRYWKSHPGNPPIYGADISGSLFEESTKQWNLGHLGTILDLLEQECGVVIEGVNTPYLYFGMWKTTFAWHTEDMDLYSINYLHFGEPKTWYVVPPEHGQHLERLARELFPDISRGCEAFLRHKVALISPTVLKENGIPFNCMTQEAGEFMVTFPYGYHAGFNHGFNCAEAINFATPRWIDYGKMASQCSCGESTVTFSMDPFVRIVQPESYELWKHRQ
# Tau ThT inhib: blocks human tau fibril formation measured by thioflavin T; Potency, µM (top dose mostly 57.4 µM), inactives show at the top dose activity, negative = inhibition, usual class: inhibitors; P10636; 2.1% of 270,000 active; recombinant tau K18 P301L, heparin-induced fibrillization, ThT fluorescence; note: % is set by controls: 0 for no effect and ±100 for the full control effect; nearly all actives have a fitted effect of over 55% in size
# Target sequence (P10636 561-689 P618L limits assumed): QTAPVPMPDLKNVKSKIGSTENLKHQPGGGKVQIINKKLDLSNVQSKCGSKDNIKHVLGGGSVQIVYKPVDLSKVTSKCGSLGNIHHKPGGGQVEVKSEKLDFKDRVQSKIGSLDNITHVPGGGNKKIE
#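 Heparin-induced fibrillization of the P301L-mutant K18 repeat-domain fragment of human tau was followed by ThT binding in quantitative high-throughput format.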
# ALDH1A1 block: inhibitors of human aldehyde dehydrogenase 1A1; P00352; Purified ALDH1A1, NADH fluorescence, propionaldehyde substrate; Potency, µM (highest dose often 75.3 µM), without a hit: top-dose activity, negative = inhibition, usual class: inhibitors; 7.3% of 220,000 active; active = well fitted inhibition curve with a large enough effect, not every such curve was filed as active; inconclusive = small, poorly fitted or top-dose-only effect, or another doubt; inactive = no such curve, though single readings can be large or run the other way;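 note: plate controls were no enzyme wells and a reference inhibitor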
# Target sequence (P00352 whole entry, looked up): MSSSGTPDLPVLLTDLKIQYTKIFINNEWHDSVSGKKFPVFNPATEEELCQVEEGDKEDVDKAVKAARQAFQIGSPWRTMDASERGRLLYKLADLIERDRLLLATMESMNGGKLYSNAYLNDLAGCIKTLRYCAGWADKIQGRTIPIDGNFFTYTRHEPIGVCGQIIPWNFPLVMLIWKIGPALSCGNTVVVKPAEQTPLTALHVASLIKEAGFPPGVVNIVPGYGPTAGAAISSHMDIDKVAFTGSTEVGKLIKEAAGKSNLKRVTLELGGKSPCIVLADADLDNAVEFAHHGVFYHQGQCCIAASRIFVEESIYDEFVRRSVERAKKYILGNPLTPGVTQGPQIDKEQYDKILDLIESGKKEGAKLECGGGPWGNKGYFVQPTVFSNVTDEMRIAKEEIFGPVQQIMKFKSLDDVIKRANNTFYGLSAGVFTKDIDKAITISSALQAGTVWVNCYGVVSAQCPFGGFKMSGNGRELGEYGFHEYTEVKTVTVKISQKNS
# HttQ103 aggreg: mutant huntingtin aggregation inhibition. PC12 HttQ103-GFP aggregates, Acumen cytometry, 40 h. Potency, µM (series often up to 46.1 µM), for the others: at the top dose activity change, negative = inhibition, hits mostly inhibitors. 1.1% of 220,000 active; note: % is set by controls: 0 for no effect and ±100 for the full control effect; nearly all actives have a fitted effect of over 60% in size
#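 Compounds (qHTS titration) were added to PC12 cells expressing an ecdysone-driven HTT exon 1 Q103–GFP fusion after induction with 100 nM tebufenozide. Aggregate formation was measured as GFP objects in cell lysates.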
# Tau FP inhib: blocks human tau fibril formation measured by polarization; K18 P301L tau heparin fibrillization, Alexa594 FP, 6 h; Potency, µM (doses to about 57.7 µM), for the others: at the highest dose activity, negative = inhibition, hits mostly inhibitors; 0.39% of 280,000 active; P10636; AID 1468; note: % is set by controls: 0 for no effect and ±100 for the full control effect; nearly all actives have a fitted effect of over 55% in size
#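 Heparin (20 uM) drove fibril formation of recombinant tau K18 P301L, 15 uM unlabeled with 0.24 uM Alexa 594 label, for 6 hr at 37 C in 100 mM sodium acetate pH 7. Fluorescence polarization (555/632 nm) read 1 hr after 30 uM ThT.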
# HTT ATP protect: Huntington cell model cytoprotection by ATP luminescence; Potency, µM (series often up to 56.4 µM), inactives show cytoprotection (ATP increase), actives largely listed as activators; PC12 HTT-Q103 induced, cytoprotection, ATP luminescence, 40 h; 0.14% of 230,000 active;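 note: % of control where 0% means no effect; nearly all actives have a fitted effect of over 45% in size; toxic huntingtin expression switched on by the ecdysone agonist tebufenozide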
#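 Rat PC12, Q103 Htt exon1-GFP fusion, ecdysone promoter; tebufenozide inducer 100 nM final; compound titration; qHTS, 1500 cells/well; ATPlite luminescent read.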
# * = called active by the depositor; ? = inconclusive; · = not tested or not shown; & = joins results of further samples; [ ] = dose if it differs, or a comment. Unless noted, calls come from the whole dose curve; as a rule, active = well fitted curve in the direction sought with a large enough effect; inconclusive = small, poorly fitted or top-dose-only effect, or another doubt; inactive = no such curve, though single readings can be large; an effect the other way counts as inactive or inconclusive. Potency is the fitted concentration of half-maximal effect.
1: Cc1cccc(C)c1N1CCN(c2nc(N(C)C)oc(=O)c2C#N)CC1
2: CSc1nsc(SCC(=O)Nc2nncs2)n1
3: Cc1ccc(/C=N/n2c(-c3ccncc3)n[nH]c2=S)o1
4: COc1cc(-c2ccc(NC(=O)CN3CCC(C)CC3)c(OC)c2)ccc1NC(=O)CN1CCC(C)CC1
5: O=C(Nc1ccc(Cl)cc1)c1csc(-c2ccncc2)n1
6: O=C(CN1CCc2ccccc21)NN1CC(=O)N(c2ccccc2)CC1=O
7: COc1ccc(OC)c(-c2cc(C(=O)N3CCCc4ccccc43)no2)c1
8: Cc1noc(C)c1-c1nccc(N2CCNCC2)n1
assay / compound	1	2	3	4	5	6	7	8
SMN2 splice up	-23%	-2%	-2%	-18%	-1%	·	-7%	14%
Tau fluor cs	-4%	-12%	0%	-2%	-24%	-6%	-28%	-10%
KDM4E inh	5%	-2%	-23%	-6%	0%	-22%	-5%	-20%
Tau ThT inhib	2%	-10%	1%	1%	?	-6%	?	-9%
ALDH1A1 block	0%	5%	-8%	9%	-3%	·	?	5%
HttQ103 aggreg	-7%	11%	-2%	-6%	27%	0%[9.22 µM]	1%	·
Tau FP inhib	0%	-9%	-5%	4%	-15%	3%	-7%	-7%
HTT ATP protect	5%	-5%	-44%[inhibitor]	-17%[10 µM]	-6%	-1%[10 µM]	-26%	11%

9: O=C(Nc1ccc2c(c1)OCO2)c1cc2n(n1)C(C(F)(F)F)CC(c1ccccc1)N2 (stereo not given)
10: COc1c2ccccc2nc2occc12
11: O=C(CSc1nnnn1-c1cccc2c1CCCC2)NC1CCCC1
12: O=C1CCCC2=C1C1(CCCCC1)N=C(Nc1nc3ccccc3s1)N2
13: COc1cccc(-c2nn[nH]n2)c1O
14: CN1CCN(C(=S)SCc2nc(N)nc(Nc3ccc(F)cc3)n2)CC1
15: O=S(=O)(c1ccccc1)c1nc(-c2ccco2)oc1Nc1ccccc1
16: C=CCOn1c(=O)c(-c2ccc(OC)c(OC)c2)[n+]([O-])c2ccccc21
assay / compound	9	10	11	12	13	14	15	16
SMN2 splice up	-9%	1%	-17%	-5%	3%	-1%	-9%	-1%
Tau fluor cs	-18%	-2%	3%	-7%	11%	2%	?	-16%
KDM4E inh	-15%	-14%	3%	?	?	3%	?	-8%
Tau ThT inhib	-14%	-7%	3%	3%	3%	6%	?	?
ALDH1A1 block	0%	4%	?	13%	-4%	-13%	?	?
HttQ103 aggreg	3%	·	?	19%	11%	-11%[9.22 µM]	3%	3%
Tau FP inhib	-9%	0%	7%	-3%	1%	-7%	?	-9%
HTT ATP protect	14%	-27%	-8%	-2%	·	-45%[inhibitor]	·	-21%

17: COc1cccc([C@@H]2Oc3ccc(OC)cc3C(=O)[C@H]2OC(=O)N[C@H](C)C2CCCCC2)c1
18: O=C(NCC1CCCO1)C1CCC(=O)N1Cc1ccc(F)cc1 (stereo not given)
19: O=C(CCCn1c(=O)[nH]c2cc(Cl)ccc2c1=O)NCCCN1CCCC1
20: O=C(CN1C(=O)C(=O)c2ccccc21)NCCc1ccccc1
21: O=C(COc1ccccc1O)Nc1ccc(Cl)cc1
22: Cc1ccccc1CN(C)CC(=O)Nc1ccccc1-c1ccccc1
23: Cc1ccnc(NC(=O)CC(c2ccccc2)c2ccccc2)n1
24: O=C(Cn1cnc2ccccc2c1=O)c1ccc2c(c1)OCCO2
assay / compound	17	18	19	20	21	22	23	24
SMN2 splice up	12%&18%	9%	-4%	-12%	-17%	·	-4%	11µM*
Tau fluor cs	-2%&-9%	11%	-5%	-11%	-21%	-5%	-2%	2%
KDM4E inh	?	-4%	-5%	8%	-6%	-6%	-10%	-8%
Tau ThT inhib	-2%&-2%	7%	0%	-19%	-9%	0%	-6%	-5%
ALDH1A1 block	2%	5%	12%	0.089µM*	-11%	?	-9%	-1%
HttQ103 aggreg	12%	-1%	-3%	-23%	0%	6%	5%	-13%
Tau FP inhib	1%&0%	1%	-6%	3%	1%	4%	3%	3%
HTT ATP protect	-21%	-2%	6%	6%	-6%	8%[10 µM]	-32%[inhibitor]	-32%

25: O=C(NNC1=Nc2ccccc2SC1)c1ccc(F)cc1
26: CCN1CCN(c2cc(C)c3cc(NC(=S)NCc4cccs4)ccc3n2)CC1
27: O=C(CSc1ccc(-c2ccco2)nn1)c1ccc(F)cc1
28: Nc1ncncc1-c1ccc2ccccc2c1
29: Cc1nn(Cc2ccccc2)c2c1C(c1ccccc1)C(C#N)=C(N)O2 (stereo not given)
30: CCCC(=O)NC(c1ccco1)c1cc(Cl)c2cccnc2c1O (stereo not given)
31: CC(C)CCN1CCN(Cc2cccn2-c2ccc(Cl)cn2)CC1CCO (stereo not given)
32: C=CCn1c(NC(=O)CC)c(C(=O)OCC)sc1=S
assay / compound	25	26	27	28	29	30	31	32
SMN2 splice up	·	-2%	11%	·	-27%	·	·	-10%
Tau fluor cs	-15%	?	-9%	-1%	-21%	-4%	19%	-9%
KDM4E inh	-25%	?	-28%	?	?	?	2%	6%
Tau ThT inhib	-9%	?	?	-5%	?	-10%	9%	-24%
ALDH1A1 block	·	-14%	3.2µM*	·	7.1µM*	10%	5%	?
HttQ103 aggreg	4%[9.22 µM]	14%	?	-30%[9.22 µM]	-17%	?	5%[9.22 µM]	11%[9.22 µM]
Tau FP inhib	6%	?	0%	-3%	0%	11%	-2%	-3%
HTT ATP protect	2%[10 µM]	-20%	1%[10 µM]	-20%[10 µM]	9%[1.9 µM]	1%	6%[10 µM]	20%

33: COc1ccccc1/C=N\N=C(\N)c1ccccn1
34: CC(Sc1nc2ccccc2[nH]1)C(=O)Nc1ccc2c(c1)OCCO2 (stereo not given)
35: O=C1CC(c2cccc(Cl)c2Cl)c2cc3c(cc2N1)OCCO3 (stereo not given)
36: Cc1cccc(NC(=O)CSc2nnc(Cn3cnc4ccccc43)o2)c1
37: O=C(CC(c1ccc(F)cc1)c1ccco1)N1CCCC1 (stereo not given)
38: CN(C)S(=O)(=O)c1ccc(C(=O)NCC(=O)N/N=C/c2ccccc2Cl)cc1
39: CCN(CC)c1ccc(NC(=O)CN2CCN(CC(=O)Nc3ccc(F)cc3)CC2)cc1
40: Cc1ccc2nc(C)c(C)nc2c1N
assay / compound	33	34	35	36	37	38	39	40
SMN2 splice up	16µM*	-5%	3%	-49%[inhibitor]	·	-2%	6%	25%
Tau fluor cs	0%	-12%	-10%	-6%	4%	-11%	-17%	-8%
KDM4E inh	10%	5%	·	4%	-8%	2%	-9%	-2%
Tau ThT inhib	-11%	-6%	9%	1%	?	-2%	-6%	-7%
ALDH1A1 block	-3%	?	·	?	?	-3%	-6%	-5%
HttQ103 aggreg	-4%	-6%	·	-18%	-9%	-18%	3%	-3%
Tau FP inhib	0%	0%	-8%	?	-6%	-14%	17%	?
HTT ATP protect	·	-3%	·	9%[1.9 µM]	-12%	-59%[inhibitor]	-4%	6%[10 µM]

41: Cc1ccc(S(=O)(=O)CCC(=O)OCn2nnc3ccccc3c2=O)cc1
42: COC(=O)c1[nH]c2ccccc2c1NC(=O)CN1CCN(Cc2ccc3c(c2)OCO3)CC1
43: COc1cc(/C=C(/C#N)c2nc3ccccc3[nH]2)ccc1OC(=O)c1ccco1
44: N#Cc1ccc(Sc2nc3ccccc3[nH]2)cc1C#N
45: CC(SCc1cn2cc(Cl)ccc2n1)C(=O)O (stereo not given)
46: Cc1c(Cc2ccccc2)sc(/N=C/c2ccc3ccccc3c2)c1C(N)=O
47: Cc1ccccc1-n1c2nc(=O)n(C)c(=O)c-2cc2ccccc21
48: CN(C)CCCN(C(=O)CCOc1ccccc1)c1nc2ccc(F)cc2s1
assay / compound	41	42	43	44	45	46	47	48
SMN2 splice up	-4%	13%	?	-19%	3%	-12%	·	-6%
Tau fluor cs	-8%	10%	?	-5%	-6%	-19%	-4%	1%
KDM4E inh	4%	6%	?	-2%	-5%	?	?	4%
Tau ThT inhib	-8%	6%	?	-3%	-1%	-16%	-6%	18%
ALDH1A1 block	-5%	?	?	4%	3%	?	·	?
HttQ103 aggreg	4%[9.22 µM]	7%	12%	-13%	5%	-23%	28%[9.22 µM]	?
Tau FP inhib	-6%	5%	?	1%	-8%	3%	8%	2%
HTT ATP protect	-13%[1.9 µM]	-25%[0.074 µM]	-1%[10 µM]	1%	-6%	-44%[10 µM]	14%[10 µM]	-176%[inhibitor]

# Grouped by structure, those above containing a Cl atom (eight)
5: O=C(Nc1ccc(Cl)cc1)c1csc(-c2ccncc2)n1
19: O=C(CCCn1c(=O)[nH]c2cc(Cl)ccc2c1=O)NCCCN1CCCC1
21: O=C(COc1ccccc1O)Nc1ccc(Cl)cc1
30: CCCC(=O)NC(c1ccco1)c1cc(Cl)c2cccnc2c1O (stereo not given)
31: CC(C)CCN1CCN(Cc2cccn2-c2ccc(Cl)cn2)CC1CCO (stereo not given)
35: O=C1CC(c2cccc(Cl)c2Cl)c2cc3c(cc2N1)OCCO3 (stereo not given)
38: CN(C)S(=O)(=O)c1ccc(C(=O)NCC(=O)N/N=C/c2ccccc2Cl)cc1
45: CC(SCc1cn2cc(Cl)ccc2n1)C(=O)O (stereo not given)
assay / compound	5	19	21	30	31	35	38	45
SMN2 splice up	-1%	-4%	-17%	·	·	3%	-2%	3%
Tau fluor cs	-24%	-5%	-21%	-4%	19%	-10%	-11%	-6%
KDM4E inh	0%	-5%	-6%	?	2%	·	2%	-5%
Tau ThT inhib	?	0%	-9%	-10%	9%	9%	-2%	-1%
ALDH1A1 block	-3%	12%	-11%	10%	5%	·	-3%	3%
HttQ103 aggreg	27%	-3%	0%	?	5%[9.22 µM]	·	-18%	5%
Tau FP inhib	-15%	-6%	1%	11%	-2%	-8%	-14%	-8%
HTT ATP protect	-6%	6%	-6%	1%	6%[10 µM]	·	-59%[inhibitor]	-6%

# Some of the compounds tested; rates above refer to the full screens.
